# PRMT1 inh – PRMT1 (human) inhibition, primary screen; Q99873; recombinant PRMT1, activity-based probe fluorescence polarization; inhibition, % at 2.79 µM; 370,000 tested, 1.3% active;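 active = inhibition above about 21% made by adding two undisclosed values, limit read from the data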
# Target sequence (Q99873 whole entry, looked up): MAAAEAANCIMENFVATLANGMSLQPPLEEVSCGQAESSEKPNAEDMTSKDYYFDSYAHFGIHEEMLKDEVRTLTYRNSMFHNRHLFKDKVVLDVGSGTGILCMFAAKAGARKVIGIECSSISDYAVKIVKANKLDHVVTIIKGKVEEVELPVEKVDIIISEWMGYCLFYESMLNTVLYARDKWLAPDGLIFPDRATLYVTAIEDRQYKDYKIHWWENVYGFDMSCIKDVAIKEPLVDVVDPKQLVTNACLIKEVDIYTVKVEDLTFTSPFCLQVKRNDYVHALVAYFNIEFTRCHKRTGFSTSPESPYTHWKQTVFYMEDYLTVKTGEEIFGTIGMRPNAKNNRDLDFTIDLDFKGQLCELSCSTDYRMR
# ABHD4 inh – inhibitors of mouse ABHD4; Q8VD66; purified mABHD4, FP-Rh probe fluorescence polarization; inhibition, % at 8.92 µM; 370,000 tested, 0.54% active; AID 720543;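 active = inhibition exceeding the mean over every tested compound plus 3 SD, cut at about 30% in these data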;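 note: 0% = plate median of compound wells and 100% = S159A mutant with DMSO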
#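 Test system: mouse ABHD4 enzyme, wild type. Reagent: FP-Rh fluorescent activity-based probe, added after compound pre-incubation. Timing: pre-incubation 45 min, probe exposure 60 min, at 25 °C. Technique: FP readout, ex 525 nm / em 598 nm. Benchmarks: high control S159A mutant with DMSO, low control median of compound wells.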
# rCAG binder – molecules binding r(CAG) RNA repeats; inhibition, % at 3 µM; r(CAG) RNA repeat, TO-PRO-1 dye displacement fluorescence; 370,000 tested, 1.3% active;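 active = inhibition above the plate cutoff, the mean of all test compounds on that plate plus 3 SD, cut at about 35% in these data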;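 note: 0% = DMSO alone and 100% = 100 µM mitoxantrone as full dye displacement; higher means more dye released from RNA so lower well fluorescence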
# LEDGF integ inh – blocks HIV-1 LEDGF/p75-dependent DNA integration. TR-FRET IN-LEDGF/p75 DNA integration, Eu/Cy5. inhibition, % at 3.7 µM. 370,000 tested, 0.64% active;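 active = inhibition above the screen-wide mean plus 3 SD, cut at about 13% in these data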;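 note: signal is the Cy5 over europium emission ratio at 671 and 618 nm; 0% = plate median of compound wells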
# TDP2 inh – TDP2 (human) inhibition, absorbance primary screen; O95551; recombinant TDP2, T5PNP hydrolysis, p-nitrophenol absorbance 415 nm; 370,000 tested, 0.34% active; inhibition, % at 12.8 µM;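 active = inhibition above the mean of all tested compounds plus 3 SD, set per campaign, cut at about 25% in these data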;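 note: 0% = DMSO with enzyme and 100% = buffer with substrate but no TDP2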
#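 System – recombinant human TDP2 · Amount – 120 nM TDP2 per well · Buffer or medium – Mg2+-containing Tris-HCl buffer, pH 7.5 · Reagent – T5PNP substrate, 5 mM · Dosing – 12.8 µM single point, 1% DMSO · Incubation – 2 h at 37 °C · Measured by – epi absorbance · Read-out basis – percent inhibition · Benchmarks – high control without enzyme, low control DMSO plus TDP2 · Repeats – singlicate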
# MBD2 inh – inhibitors of human MBD2 binding to methylated oligonucleotide. inhibition, % at 4.4 µM. Q9UBB5. TR-FRET. 370,000 tested, 0.31% active; in the data active = inhibition above about 13%
# HTRA1 inhibitor – HTRA1 (human) protease inhibition; Q92743; recombinant HTRA1, FP-rhodamine activity-based probe, fluorescence polarization; AID 504803; inhibition, % at 5.96 µM; 340,000 tested, 0.5% active; in the data active = inhibition above about 36%;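 note: 0% = enzyme with DMSO and 100% = wells lacking enzyme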
# Target sequence (Q92743 whole entry, looked up): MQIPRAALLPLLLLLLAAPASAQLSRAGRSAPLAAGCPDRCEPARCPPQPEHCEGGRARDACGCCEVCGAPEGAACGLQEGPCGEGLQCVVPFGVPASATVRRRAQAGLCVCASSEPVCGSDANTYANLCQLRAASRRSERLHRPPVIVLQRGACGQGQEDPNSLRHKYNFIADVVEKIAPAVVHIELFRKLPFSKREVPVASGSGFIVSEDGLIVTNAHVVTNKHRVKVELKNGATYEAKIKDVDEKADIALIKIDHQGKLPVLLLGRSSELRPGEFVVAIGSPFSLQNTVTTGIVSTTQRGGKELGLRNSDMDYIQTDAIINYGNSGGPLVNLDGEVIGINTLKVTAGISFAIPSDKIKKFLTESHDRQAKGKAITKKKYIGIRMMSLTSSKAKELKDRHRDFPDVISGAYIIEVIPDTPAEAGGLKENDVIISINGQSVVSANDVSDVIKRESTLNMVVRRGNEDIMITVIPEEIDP
# SIAE inh – inhibitors of human sialic acid acetylesterase SIAE; AID 1053197; 370,000 tested, 0.69% active; Q9HAT2; SIAE FP-Rh probe binding, fluorescence polarization; inhibition, % at 9.66 µM;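 active = inhibition above a cutoff: mean of compounds within the control limits plus 3 SD of those, cut at about 17% in these data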;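 note: 0% = plate median of compound wells and 100% = probe without SIAE protein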
# GC-B act – GC-B (human) receptor activation; P20594; HEK293-GC-B cells, CNP EC30, cGMP TR-FRET; 0% at EC30 CNP, 100% saturating CNP; activation, % at 10 µM; 370,000 tested, 0.11% active;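 active = activation at 10 µM reaching about 35% in either raw or pattern-adjusted values, limit read from the data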
# TCR CD3 inh – inhibitors of human TCR-CD3 interaction; TAMRA-labeled TCR probe fluorescence, biochemical; inhibition, % at 9.4 µM; 360,000 tested, 0.37% active; AID 651800; in the data active = inhibition above about 19%;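 note: recombinant mutant TCR 2C K166C tagged with TAMRA read by polarization; 0% = receptor in buffer alone and 100% = receptor with positive control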
# An asterisk follows results filed as active; . = no result given. Only part of the results is shown; rates above refer to the full screens.
SMILES,PRMT1 inh,ABHD4 inh,rCAG binder,LEDGF integ inh,TDP2 inh,MBD2 inh,HTRA1 inhibitor,SIAE inh,GC-B act,TCR CD3 inh
COc1ccc(CCNC(=O)CN(c2ccccc2OC)S(C)(=O)=O)cc1OC,-3,2,-7,-1,4,3,4,3,2,4
CN(Cc1cccnc1)Cc1cn(C)nc1-c1ccc(Oc2ccccc2)cc1,-4,-5,-8,2,-6,0,-8,-1,-6,5
O=C(O)C1C2CCC(C2)C1C(=O)NCCC1=CCCCC1 (centres undefined),-3,4,0,0,6,-3,3,-4,-3,3
Nc1nc(CN2CCCCC2)cs1,-3,-7,1,3,-7,2,-7,4,3,1
COc1cccc(N(C(=O)c2csnn2)C(C(=O)NC2CCCC2)c2ccccc2)c1 (centres undefined),-4,-1,-5,-2,8,-2,-2,1,-8,4
Cc1ccccc1Cn1nc(C)c(NC(=O)/C=C/c2cnn(C)c2C)c1C,-2,15,-8,1,-9,-1,4,-1,1,12
COc1cccc(C(=O)Nc2ccc(S(=O)(=O)NCc3ccco3)cc2)c1,0,-3,4,1,5,1,-27,0,-6,6
COc1ccc(C2CC(c3ccc(C)cc3)=NN2C(=O)c2ccccc2)cc1 (centres undefined),2,-3,2,-6,10,-2,-1,-2,-4,0
Cc1ccc(NC(=S)NCCSc2ccc(Cl)cc2)cc1,0,-21,1,1,-8,7,-34,6,-2,-2
CCCCn1c(N)c(N(CC)C(=O)CSc2nnnn2-c2cc(C)ccc2C)c(=O)[nH]c1=O,-2,-3,-5,3,-4,4,2,2,2,2
O=C(O)CCCCCNC(=O)/C(=C\c1ccco1)NC(=O)c1ccco1,7,7,0,3,15,2,4,3,-4,4
CCOC(=O)c1ccc(-c2n[nH]c(=O)c3ccccc23)cc1,0,1,1,0,-6,-1,-6,-1,-2,6
CCn1nc(NC(=O)C(C)(C)C)c2cc3cccc(C)c3nc21,-5,-4,-5,4,-6,-5,-3,3,-3,-4
N/C(COc1cccc(Cl)c1)=N\O,2,-11,-4,5,1,9,3,1,0,-5
Cc1cccc(NC(=O)NCc2ccccn2)c1,-1,-8,3,2,0,-5,4,-3,3,-7
CC(C)(C)NC(=O)C(c1ccco1)N(Cc1ccc(F)cc1)C(=O)c1snc(C(N)=O)c1N (centres undefined),4,-2,-5,3,2,-3,-1,-3,-6,-4
O=[N+]([O-])c1ccc(Cl)cc1Sc1ccccn1,0,2,0,-4,-1,5,-3,-12,1,-5
Cc1nc2cc3nc(C)sc3cc2s1,22*,-2,2,2,-2,1,4,2,1,-4
CC(C)[C@H](NC(=O)c1ccccc1Cl)C(=O)OCC(=O)Nc1ccc(S(=O)(=O)N2CCOCC2)cc1,11,-6,4,-2,-7,7,-3,-4,1,1
CSc1ccc(C2Nc3ccccc3-c3cc(C)nn32)cc1 (centres undefined),-3,-31,6,4,-4,-6,-74,4,-11,9
Cc1cccc(C)c1NC(=O)COC(=O)c1ccccc1[N+](=O)[O-],0,-5,-3,-2,0,2,0,-1,0,6
Cc1ccccc1N1C(=O)C(Oc2ccc(Cl)cc2)C1CNCCCOC(C)C (centres undefined),1,8,-8,0,2,0,-6,-1,-7,7
CC(C)C[C@@]12C(=O)N(c3cccc(Br)c3)C(=O)N1[C@H](c1ccc(F)cc1)[C@@H]1C(=O)N(C3CCCCC3)C(=O)[C@@H]12,-1,-6,5,1,0,1,-25,-8,-5,-6
Cc1ccc(S(=O)(=O)N2CCC(=O)N(CCOC(=O)NCc3ccccc3)CC2)cc1,3,-3,-5,-1,6,-1,.,3,6,4
Nc1ccc(C(=O)OCC(=O)NC2CC2)cc1[N+](=O)[O-],-1,3,-1,-6,3,-3,8,2,1,-6
CCCSc1nc2cc(C)c(C)cc2n1CC(C)O (centres undefined),-1,-1,-5,1,9,6,3,-3,4,7
CC(=O)Nc1ccc(S(=O)(=O)NC2(C(F)(F)F)C(=O)Nc3c2c(=O)[nH]c(=O)n3Cc2ccccc2)cc1 (centres undefined),-2,4,3,-1,0,9,-2,2,0,3
O=C(CCl)N(O)c1ccc(C=Cc2ccccc2)cc1,20,9,9,1,3,-3,1,5,-3,4
CCOc1ccc(C2c3c(oc4ccccc4c3=O)C(=O)N2c2ccc(C)cn2)cc1OC (centres undefined),4,4,4,0,-3,-4,3,1,-4,-5
COCCN(C(=O)CSc1nnc(-c2ccncc2)n1C)c1c(N)n(CC(C)C)c(=O)[nH]c1=O,8,-9,-1,0,-9,9,0,1,1,-8
Cc1ccc(S(=O)(=O)N2CCCCC2)cc1NC(=O)C1COc2ccccc2O1 (centres undefined),0,0,7,1,-6,-3,-15,12,-10,-11
Cc1cc(C)n(-c2nc(N(C)C)nc(N3CCOCC3)n2)n1,0,0,-5,3,-1,2,3,2,3,-10
CCc1ccc(C(=O)c2cc3ccc(O)cc3oc2=O)cc1,7,1,11,2,-19,-5,10,2,3,-4
COc1ccc(N2CCN(C(CNC(C)=O)c3ccco3)CC2)cc1 (centres undefined),1,3,-4,-5,-7,3,3,-6,3,-1
CCC(C)[C@H]1CNC(=O)C(=O)N1CCc1cccc(F)c1 (some centres undefined),-1,8,2,-3,-3,4,.,-3,-2,-3
COc1ccc(NC(=O)CSc2nnc(-c3ccccn3)n2Cc2ccco2)cc1OC,2,3,-5,1,-6,3,1,0,1,0
CN(C(=O)C(Cl)Cl)C1CC2C=CC1C2 (centres undefined),1,0,-4,-4,-2,-5,4,0,2,-1
COc1cc2c(cc1O)C(Cc1ccc(O)cc1)NCC2 (centres undefined),2,-6,0,1,-5,-3,10,-3,5,-3
O=C(Nc1ccc(NC(=O)c2cc3ccccc3o2)cc1)c1ccc2c(c1)OCCO2,-3,-4,1,0,-2,0,1,-6,-2,-6
CCOc1ccccc1/C=C(\C#N)C(=O)Nc1cccc(C(=O)O)c1,-6,-14,13,5,-1,1,-5,-1,-9,1

# Taken from the listing (4 entries):
SMILES,PRMT1 inh,ABHD4 inh,rCAG binder,LEDGF integ inh,TDP2 inh,MBD2 inh,HTRA1 inhibitor,SIAE inh,GC-B act,TCR CD3 inh
Cc1cccc(C)c1NC(=O)COC(=O)c1ccccc1[N+](=O)[O-],0,-5,-3,-2,0,2,0,-1,0,6
Cc1ccccc1N1C(=O)C(Oc2ccc(Cl)cc2)C1CNCCCOC(C)C (centres undefined),1,8,-8,0,2,0,-6,-1,-7,7
CC(C)C[C@@]12C(=O)N(c3cccc(Br)c3)C(=O)N1[C@H](c1ccc(F)cc1)[C@@H]1C(=O)N(C3CCCCC3)C(=O)[C@@H]12,-1,-6,5,1,0,1,-25,-8,-5,-6
Cc1ccc(S(=O)(=O)N2CCC(=O)N(CCOC(=O)NCc3ccccc3)CC2)cc1,3,-3,-5,-1,6,-1,.,3,6,4

# (continued)
SMILES,PRMT1 inh,ABHD4 inh,rCAG binder,LEDGF integ inh,TDP2 inh,MBD2 inh,HTRA1 inhibitor,SIAE inh,GC-B act,TCR CD3 inh
O=C(c1cccc(C(=O)N2CCN(c3ccccc3F)CC2)n1)N1CCN(c2ccccc2F)CC1,-2,1,-7,-2,-1,-3,-1,-2,-2,-5
C=CCN(CC=C)C(=S)NC(=O)c1ccc(-c2ccccc2)cc1,0,-2,5,23*,3,2,-21,0,2,1
Nc1nc2ccc(OC(F)(F)F)cc2s1,4,-2,0,-6,-1,-2,3,1,3,-2
O=C(CCc1nc2ccccc2c(=O)[nH]1)OCC(=O)c1cccc(Cl)c1,2,5,1,-3,-5,5,-9,-8,-1,-5
CCOC(=O)CSc1nnc2c3ccccc3n(C)c2n1,-5,-2,-2,-3,-2,-7,-3,9,-6,-2
O=C(NCc1cccc(Cl)c1)c1ccc(N2CC3CC(C2)c2cccc(=O)n2C3)c(NC(=O)c2cccnc2)c1 (centres undefined),-2,-4,-4,-4,-5,1,3,-2,4,4
CN(CC(=O)NCc1cccnc1)S(=O)(=O)c1cc(Cl)ccc1Cl,-2,1,-2,3,3,1,3,-5,-2,-2
Cc1ccc2c(c1)N(CC(=O)N1CCC(O)CC1)C(=O)CO2,5,1,2,-4,2,1,0,12,-3,-7
C=CCN1[C@@H](CC(C)C)COc2cc(N3CCSCC3)ccc2S1(=O)=O,3,2,4,-2,0,-4,.,0,2,.
Cc1ccc(CNC(=O)[C@H](C)N2C(=O)N3CCc4c([nH]c5ccccc45)[C@@]3(C)C2=O)cc1,2,-2,-1,-1,-3,1,-5,-2,-1,-4
COc1cc2[nH]c3c(=O)n(CCN4CCCCC4)cnc3c2cc1OC,0,1,-4,4,1,8,-2,0,-2,2
OC(c1ccccc1)(c1ccccc1)C1CCN(CCCOc2ccc(Br)cc2)CC1,-3,14,1,2,-9,0,.,-1,-1,.
COc1ccc([N+](=O)[O-])cc1NC(=S)NC(NC(=O)C(c1ccccc1)c1ccccc1)C(Cl)(Cl)Cl (centres undefined),-3,-89,47*,-4,-14,-3,-83,-66,-5,74*
CCCCCCCCN1C(=O)[C@H](CC(=O)N2CCN(C(=O)C3CC3)CC2)C[C@@]2(C(=O)OC)CC(C)(C)CC=C12,-3,-8,5,-3,-9,-3,.,4,4,-4
Cc1ccc(-n2c(Cc3cccn3C)nnc2SCC(=O)Nc2nnc(C)s2)cc1,4,0,-1,7,-6,-6,-1,6,-4,0
c1nc(NC[C@@H]2CCCO2)c2cc(-c3ccc4c(c3)OCO4)ccc2n1,9,12,.,-1,0,-9,.,-17,13,.
COc1cccc(OC)c1C(=O)Nn1c(C2CCC2)nc2ccccc2c1=O,-1,-4,4,1,1,0,1,-2,2,4
CCN(c1cccc(C)c1)S(=O)(=O)c1ccc2c(c1)NC(=O)CCS2,0,3,-2,-7,-8,-5,-5,6,0,10
CCOc1ccc(NC(=O)Nc2ccon2)cc1,2,6,0,1,-9,-2,1,-1,-5,3
FC(F)(F)c1cc(Oc2ccccc2)nc(-c2ccccn2)n1,-5,3,-6,3,2,-7,3,-2,5,4
CCN1C(=O)C(=O)N(CC(=O)c2[nH]c(C)c(C(C)=O)c2C)C1=O,-2,-6,2,0,-14,-4,2,0,2,1
COC1=NC(=C(c2ccccc2)c2ccccc2)OC1=O,1,13,0,3,6,-2,6,2,-4,3
CC(=O)c1sc(N2CCOCC2)nc1-c1ccccc1,2,4,-2,-3,-6,5,2,-9,-9,4
CC1CCN(c2ccc(C=O)o2)CC1,1,4,-3,3,-8,0,1,5,-2,7
CCn1c(O)c(N=NC(=O)CNC(=O)/C=C/c2ccco2)c2ccccc21,5,-11,5,2,-7,-1,-2,-2,-3,11
CC(NC(=O)C1CCCO1)c1ccccc1 (centres undefined),0,-2,0,-2,-10,2,7,10,8,-1
CCCc1nc(SCC(=O)Nc2ccc(N3CCOCC3)cc2)c2ccccc2n1,4,4,-8,-2,5,-7,7,8,3,3
CC1(C(=O)NS(=O)(=O)C2CC2)CCN(C(=O)c2ccccc2OC(F)(F)F)C1 (centres undefined),-1,5,0,-3,2,6,.,1,3,-1
COc1cc(/C=C/CO)cc(OC)c1O[C@@H]1O[C@H](CO)[C@@H](O)[C@H](O)[C@H]1O,4,3,2,3,9,-7,2,10,8,8
CCOc1ccc(C(=O)Nc2cccc(-c3ccc(N4CCOCC4)nn3)c2)cc1OCC,-4,-21,1,3,-11,-3,-16,-22,-1,8

# Bioassay records deposited in PubChem BioAssay by several laboratories.
